# Vif inh – inhibitors of HIV Vif | hit rate 0.35% among 340,000 | AID 602346 | inhibition, % at 7.49 µM | HEK293T cells, Vif self-association by quenched fluorescence, imaging, 24 h; in the data active = inhibition above about 50%, passing the limit was not always enough; note: some results filed as inactive read as strong as hits
# NR2E3 ag-1 – activates human photoreceptor nuclear receptor NR2E3. Q9Y5X4. GST-NR2E3/biotin-RetCOR TR-FRET, 1536-well. inhibition of corepressor binding, % at 4.78 µM. hit rate 0.12% among 320,000. AID 2300;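 active = percent inhibition above the cutoff of mean plus 3 SD of all tested compounds, set per screening campaign, cut at about 20% in these data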;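 note: 0% = DMSO wells and 100% = biotin wells as full block of FRET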
# Target sequence (Q9Y5X4 whole entry, looked up): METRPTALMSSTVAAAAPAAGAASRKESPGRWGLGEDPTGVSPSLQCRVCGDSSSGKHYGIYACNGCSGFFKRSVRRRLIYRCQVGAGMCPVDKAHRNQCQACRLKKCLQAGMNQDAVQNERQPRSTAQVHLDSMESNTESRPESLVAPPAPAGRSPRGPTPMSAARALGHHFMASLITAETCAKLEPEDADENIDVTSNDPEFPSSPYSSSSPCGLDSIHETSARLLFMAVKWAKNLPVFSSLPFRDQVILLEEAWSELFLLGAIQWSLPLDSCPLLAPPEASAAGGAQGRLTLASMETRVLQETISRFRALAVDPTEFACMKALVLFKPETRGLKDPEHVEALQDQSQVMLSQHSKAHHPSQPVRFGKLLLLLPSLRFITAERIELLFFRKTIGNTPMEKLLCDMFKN
#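 Test system: GST-NR2E3 and biotin-RetCOR proteins | Quantity: 1.35 nM GST-tagged NR2E3 final | Medium: Tris pH 7.5 | Also added: 7 nM biotin-RetCOR | Dosing: Compound at 4.8 µM, single dose | Timing: 5 h at 4 °C | Detection: Time-resolved FRET | Read-out basis: Percent inhibition | Benchmarks: Biotin wells as high control, 0.6% DMSO wells as low control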
# HIF-2a inh – inhibitors of HIF-2a; AID 624352; hit rate 0.72% among 360,000; inhibition, % at 18.8 µM; 786-0 RCC cells HIF-2a reporter, luciferase luminescence, overnight;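 active = inhibition of the luminescence signal of 40% or more relative to plate controls, in a single-dose primary screen at 18.75 µM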
# CaV13 FRET inh – Disruptors of the CACNA1D IQ motif to Ca2+-dependent inactivation inhibitor domain association, primary screening, Förster resonance energy transfer in intact living …; hit rate 0.098% among 340,000; inhibition, % at 12.3 µM; HEK cells, CFP/YFP FRET ICDI-IQ, plate reader, 10 min; percent FRET-ratio fall versus neutral wells;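 active = mean replicate inhibition of at least 30% and at least 1% of replicates passing that level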;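 note: 0% = median of the neutral control wells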
# Shn3 3UTR inh – inhibitors of Schnurri-3 3'UTR reporter in osteoblasts | AID 588674 | inhibition, % at 12.5 µM | hit rate 0.52% among 360,000 | Clone20 osteoblast Shn3 3'UTR firefly luciferase, 24 h;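 active = mean inhibition of at least 75% with every replicate also reaching 75%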;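 note: 0% = median of neutral control wells and 100% = pilot-screen positive control compound; some compounds past the cut are filed as inactive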
# CF NFkB block – blocks PAF-induced NF-kB reporter in cystic fibrosis cells; KKLEB NF-kB-GFP reporter, GFP fluorescence overnight; inhibition, % at 5 µM; hit rate 0.86% among 360,000; AID 588850;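 active = at least 50% inhibition at 5 µM, scaled per plate between neutral and stimulator controls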;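 note: PAF is a Pseudomonas aeruginosa culture filtrate used as stimulus; plate controls were PAF-stimulated DMSO wells for no effect and unstimulated DMSO wells for full effect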
# KKLEB cytotox – CF airway cell cytotoxicity counter-screen | activity change (cytotoxicity), % at 5 µM | hit rate 0.36% among 360,000 | KKLEB CF airway cells viability, ATPlite luminescence, overnight; active compounds read low; cells stimulated with P. aeruginosa culture filtrate | AID 602141;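 active = corrected activity change at or below -50% at 5 µM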
# PDI inh – blocks human protein disulfide isomerase activity; hit rate 0.052% among 350,000; P07237; PDI insulin aggregation turbidity, A650, 90 min; AID 588391; inhibition, % at 10 µM;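 active = mean inhibition across replicates of 30% or more, whatever share of single replicates reach that level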;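 note: absorbance from insulin aggregation driven by PDI reduction with DTT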
# Target sequence (P07237 whole entry, looked up): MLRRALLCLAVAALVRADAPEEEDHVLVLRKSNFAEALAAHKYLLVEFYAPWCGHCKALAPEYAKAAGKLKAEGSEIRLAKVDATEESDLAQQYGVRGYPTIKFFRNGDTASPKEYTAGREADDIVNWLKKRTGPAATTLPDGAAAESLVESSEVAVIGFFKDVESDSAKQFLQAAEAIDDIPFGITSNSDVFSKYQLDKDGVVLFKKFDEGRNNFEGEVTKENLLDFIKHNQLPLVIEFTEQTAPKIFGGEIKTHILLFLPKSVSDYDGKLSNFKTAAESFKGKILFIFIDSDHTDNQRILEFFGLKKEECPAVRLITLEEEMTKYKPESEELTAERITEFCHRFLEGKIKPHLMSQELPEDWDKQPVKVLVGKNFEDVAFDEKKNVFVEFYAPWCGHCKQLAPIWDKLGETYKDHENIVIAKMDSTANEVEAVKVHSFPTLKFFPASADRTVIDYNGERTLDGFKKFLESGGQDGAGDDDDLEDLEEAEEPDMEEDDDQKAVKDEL
# Peg3 prom inh – reduces Peg3 promoter-driven luciferase expression in HeLa; HeLa PEG-Prom luciferase reporter, luminescence, overnight; inhibition, % at 20 µM; hit rate 1.7% among 360,000;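 active = inhibition of at least 50% at 20 µM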
# NR2E3 ag-2 – agonists of human NR2E3 nuclear receptor; Q9Y5X4; CHO-S Gal4-NCOR/VP16-NR2E3 two-hybrid, luciferase; inhibition of corepressor binding, % at 3.98 µM; hit rate 0.35% among 360,000; AID 602229;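 active = inhibition above the mean of all tested compounds plus 3 SD, cut at about 70% in these data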;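 note: 0% = DMSO with NR2E3 transfected cells and 100% = cells lacking NR2E3 construct; higher means lower luciferase signal from less NR2E3 corepressor binding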
# TRPM1 prom inh – MITF TRPM1 promoter inhibition in SK-MEL-5 cells | SK-MEL-5 TRPM1 promoter luciferase, 24 h | inhibition, % at 12.5 µM | hit rate 0.83% among 330,000;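 active = mean inhibition across replicates of 60% or more, whatever share of single replicates reaches that level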; note: values of inactives mirror those of a sister screen read the other way
# * hit, by the source's call; / = not tested or not shown.
SMILES,Vif inh,NR2E3 ag-1,HIF-2a inh,CaV13 FRET inh,Shn3 3UTR inh,CF NFkB block,KKLEB cytotox,PDI inh,Peg3 prom inh,NR2E3 ag-2,TRPM1 prom inh
COc1ccccc1/C=C1\CCCC2=C1Nc1nnnn1C2c1ccccc1OC (stereo not drawn),1.3,1.9,26.3,-6.3,91.0*,45.6,-12.5,-1.4,101.3*,-35.2,49.8
CN(Cc1ccccc1Cl)C(=O)C1CC(=O)N(c2ccc3c(c2)OCCO3)C1 (stereo not drawn),2.8,/,-34.3,-2.3,-16.9,31.1,-10.5,-0.6,-33.5,2.2,-7.0
CC1S/C(=N/N=C/c2ccco2)N(Cc2ccccc2)C1=O (stereo not drawn),/,-2.0,-243.3,0.1,-18.8,-21.8,5.6,-14.0,-147.3,-46.7,/
Cc1cc(NC(=O)c2cccc(S(=O)(=O)N(C)C)c2)n(-c2ccccn2)n1,-4.8,-1.1,-23.3,-5.6,6.4,-36.2,-14.9,-5.4,20.7,-7.3,0.8
COc1cc(OC)cc(C(=O)N2CCC3(CC2)NCCc2[nH]cnc23)c1,-3.7,0.3,6.3,-2.9,-12.3,8.4,-3.4,-1.0,-3.5,-1.7,0.5
CC(C)NC(=O)C1(C)CCN1C(=O)c1cccn1C (stereo not drawn),/,/,5.4,-6.3,3.7,-21.5,0.3,-7.0,1.3,-9.9,/
COC(=O)c1cc(OC)c(OC)cc1NC(=O)CN1CCOCC1,9.2,0.4,14.7,-8.0,-18.6,3.7,1.6,-6.4,-4.6,-14.8,-3.1
O=C(C1CCCN(S(=O)(=O)c2ccccc2)C1)N1CCN(c2ccc(F)cc2)CC1 (stereo not drawn),-16.9,2.9,22.8,/,9.6,-1.5,11.5,-9.9,28.5,-2.2,16.4
CCN(CC)S(=O)(=O)c1ccc2c(c1)nc(SCC(=O)N1CCCCCC1)n2-c1ccc(OC)cc1,-24.1,0.2,6.9,-5.3,48.6,-1.4,15.0,13.0,1.4,5.5,-2.1
CCCCC1(C)NC(=O)N(CC(=O)N2CCc3ccccc32)C1=O (stereo not drawn),0.3,/,-8.6,-16.3,0.1,13.1,1.6,0.3,-44.2,2.0,/
COc1cc(/C=C2\COC/C(=C\c3ccc(O)c(OC)c3)C2=O)ccc1O,19.5,-2.5,93.1*,-20.1,/,91.0*,-43.8,-2.8,100.6*,14.6,78.7*
Cn1c(=O)c2c(nc(NCc3ccccc3)n2CC(N)=O)n(C)c1=O,-2.3,2.8,7.2,-6.5,/,-7.5,5.5,-0.2,8.6,2.1,16.4
CC(=O)NCCNc1nc(NC(C)C)nc2cc(-c3ccccc3)sc12,-11.3,/,-18.7,-5.5,-8.3,-9.4,2.6,-19.2,-7.2,31.8,/
CC(C)[C@H](NC(=O)c1cccc(S(=O)(=O)N2CCCC2)c1)c1nc2ccccc2[nH]1,3.1,-0.2,10.1,/,-9.6,0.0,9.9,-2.9,16.6,-4.1,-4.0
CC1CCN(C(=O)c2[nH]cnc2C(=O)N[C@@H](C)C(=O)OCc2ccccc2)CC1,-6.8,0.6,8.1,-10.5,-5.5,0.6,3.8,8.6,-12.4,16.4,-0.3
Cc1cccc(NC(=O)CCc2ccc(C)o2)c1,-2.9,1.6,-87.5,-3.9,-14.2,-3.1,5.0,-9.3,-83.1,-32.3,-42.3
CCCCc1nc(SCC(=O)Nc2nnc(CCCC)s2)n[nH]1,-3.8,0.5,2.1,-3.2,4.6,-3.5,1.4,-1.6,16.9,-15.8,/
O=C(O)c1cc(NC(=O)c2ccccc2F)cc(NC(=O)c2ccccc2F)c1,0.8,3.7,18.3,-3.7,-12.6,-1.9,7.1,7.5,4.9,5.6,5.7
CC(=O)Nc1ccc(NC(=O)C2(C)CC2(Cl)Cl)cc1 (stereo not drawn),6.7,2.5,9.5,-3.8,6.5,14.5,4.1,-5.9,0.5,-4.4,-0.9
Cc1noc(C)c1COc1ccc(C(=O)N2CCN(S(=O)(=O)c3ccc(F)cc3)CC2)cc1,-4.8,/,14.3,-6.4,13.7,-4.3,6.7,-6.0,8.6,-7.2,-2.0
O=C(COC(=O)c1ccc(N2CCCC2=O)cc1)c1ccc(OC(F)F)cc1,-5.0,4.7,-12.0,-2.7,-1.1,-8.4,7.0,-0.1,-28.1,-21.1,-7.9
O=C(NCC1CCCN1S(=O)(=O)c1cccs1)c1cccc(F)c1 (stereo not drawn),-6.2,0.4,8.7,-3.2,8.9,-9.6,12.1,7.5,0.5,-17.4,11.1
O=C(C1CCCCN1S(=O)(=O)c1ccccc1[N+](=O)[O-])N1CCCC1 (stereo not drawn),-5.9,-2.1,7.6,4.2,-5.3,-4.1,2.5,1.1,-6.8,15.4,1.0
Cn1nc(-c2ccc(N3CCCCC3)c(NC(=O)c3ccco3)c2)c2ccccc2c1=O,-10.5,4.2,-10.4,-3.7,42.6,-25.3,-8.0,12.9,31.4,-10.3,31.3
CC(=O)N1CCOc2ccc(S(=O)(=O)NCCc3ccc(Cl)cc3)cc21,-0.3,1.5,13.4,-5.7,1.3,-13.3,-3.7,3.3,13.4,-6.8,6.9

# Only TRPM1 prom inh, CF NFkB block and NR2E3 ag-1, for some of the entries so far:
canonical_smiles	TRPM1 prom inh	CF NFkB block	NR2E3 ag-1
O=C(C1CCCCN1S(=O)(=O)c1ccccc1[N+](=O)[O-])N1CCCC1 (stereo not drawn)	1.0	-4.1	-2.1
Cc1cc(NC(=O)c2cccc(S(=O)(=O)N(C)C)c2)n(-c2ccccn2)n1	0.8	-36.2	-1.1

# (more compounds)
SMILES,Vif inh,NR2E3 ag-1,HIF-2a inh,CaV13 FRET inh,Shn3 3UTR inh,CF NFkB block,KKLEB cytotox,PDI inh,Peg3 prom inh,NR2E3 ag-2,TRPM1 prom inh
COc1ccc(CCNC(=O)C(=O)NCC2CCCN2S(=O)(=O)c2cccs2)cc1OC (stereo not drawn),-5.4,1.5,19.2,-6.7,-5.6,-0.8,0.6,2.9,13.1,-16.4,-3.0
COCCCN1C(=O)C(CC(=O)NC(c2ccccc2)c2ccccc2)CC(C(=O)N(C)C)=C1C (stereo not drawn),-3.5,/,5.1,-9.3,-1.4,19.7,-3.4,4.3,-20.3,-14.8,/
CCCCNC(=O)CC1C(=O)N(Cc2ccccc2)C(C)c2nc3ccccc3n21 (stereo not drawn),11.2,-4.2,2.9,-17.8,1.1,21.2,-9.7,-2.9,18.3,3.8,-9.4
CCOC(=O)CSc1nnc(Cc2ccccc2)n1-c1ccc(C)cc1,1.2,-1.1,8.8,/,4.1,-7.1,2.7,-0.2,-0.5,-5.6,-8.1
COc1ccc(NC(=O)Cn2cnc3sc(C)c(S(=O)(=O)N4CCOCC4)c3c2=O)c(OC)c1,1.0,4.9,17.8,-4.4,-5.4,3.7,22.0,10.1,48.7,2.9,8.9
COc1ccccc1P(=O)(c1ccccc1)c1ccc([N+](=O)[O-])cc1 (stereo not drawn),-3.5,-1.9,-3.0,-19.5,-0.5,6.6,-5.1,-2.4,26.1,-8.9,6.8
CCc1ccc(NC(=O)CCS(=O)(=O)c2ccc(Br)cc2)cc1,11.5,0.2,9.0,-2.5,-19.7,19.0,3.1,-4.7,22.5,1.9,-22.2
C=CCc1cccc2cc(C(=O)NCc3ccc(C(=O)OCC)o3)c(=O)oc12,1.0,2.2,-3.7,-5.1,13.1,0.6,-7.4,-4.9,13.9,-8.5,3.4
CCN1CCN(C(=S)c2ccc(O)cc2)CC1,4.3,0.9,11.3,3.6,-1.2,2.8,-11.0,5.5,13.8,4.5,0.6
Nc1o[nH]c(=O)c1C1CCCCC1,6.7,/,8.9,-15.1,-0.8,10.0,-6.2,0.8,13.3,4.5,-13.9
CCN1CCN(C(c2ccccc2)c2nnnn2Cc2ccc(OC)cc2)CC1 (stereo not drawn),14.1,0.2,2.8,6.1,-14.4,-7.1,16.9,1.9,6.8,-3.8,-3.6
C=C(C)CSc1cc(C)nc2c(-c3ccccc3)c(C)nn12,2.0,-0.5,-27.9,-4.7,-10.6,11.2,-14.7,-0.4,12.9,-10.5,3.9
COc1ccc(N=C2SC(CC(=O)Nc3ccc(OC)cc3OC)C(=O)N2C)cc1 (stereo not drawn),-5.6,-0.9,6.1,-4.4,-19.9,-10.1,11.1,-0.5,11.8,-10.1,-0.1
CCN1C(=O)C(=O)N(CC(=O)N(C)CC(=O)Nc2ccccc2Cl)C1=O,-21.5,0.1,-0.1,-6.6,-7.1,5.0,17.5,5.5,10.5,-15.4,0.1
O=C1C=C(c2ccc(-c3ccccc3)c(F)c2)C[C@@H](c2ccc(Cl)cc2)C1,-2.1,0.3,-2.4,-4.9,-5.6,10.8,1.4,10.6,-31.3,-2.3,-29.6
C(=N\Nc1nncn1/N=C/c1ccco1)/c1ccco1,-0.7,-3.2,6.4,-16.0,5.8,-3.1,-6.4,-12.3,3.8,-3.0,4.2
O=C(Nc1cccc(F)c1)C1CCN(C(=O)c2ccccc2Cl)CC1,4.3,2.4,18.3,/,-14.3,11.6,-2.7,9.4,15.0,-24.0,1.2
Cc1cc(C(=O)Nc2cccc([N+](=O)[O-])c2C)cs1,4.9,-0.8,-84.1,-6.7,-7.8,-2.3,9.7,3.0,-50.6,-18.9,-0.6
COc1ccc(Cl)cc1Nc1nc(C)nc2c1nnn2Cc1ccccc1,-2.1,1.3,11.3,-2.4,8.4,14.1,1.3,-7.5,16.4,3.4,-1.9

# Filtered by structure, the compounds so far containing two or more sulfur atoms.
SMILES,Vif inh,NR2E3 ag-1,HIF-2a inh,CaV13 FRET inh,Shn3 3UTR inh,CF NFkB block,KKLEB cytotox,PDI inh,Peg3 prom inh,NR2E3 ag-2,TRPM1 prom inh
CCN(CC)S(=O)(=O)c1ccc2c(c1)nc(SCC(=O)N1CCCCCC1)n2-c1ccc(OC)cc1,-24.1,0.2,6.9,-5.3,48.6,-1.4,15.0,13.0,1.4,5.5,-2.1
CCCCc1nc(SCC(=O)Nc2nnc(CCCC)s2)n[nH]1,-3.8,0.5,2.1,-3.2,4.6,-3.5,1.4,-1.6,16.9,-15.8,/
O=C(NCC1CCCN1S(=O)(=O)c1cccs1)c1cccc(F)c1 (stereo not drawn),-6.2,0.4,8.7,-3.2,8.9,-9.6,12.1,7.5,0.5,-17.4,11.1
COc1ccc(CCNC(=O)C(=O)NCC2CCCN2S(=O)(=O)c2cccs2)cc1OC (stereo not drawn),-5.4,1.5,19.2,-6.7,-5.6,-0.8,0.6,2.9,13.1,-16.4,-3.0
COc1ccc(NC(=O)Cn2cnc3sc(C)c(S(=O)(=O)N4CCOCC4)c3c2=O)c(OC)c1,1.0,4.9,17.8,-4.4,-5.4,3.7,22.0,10.1,48.7,2.9,8.9

# TRPM1 prom inh, hit marks shown above
Molecule	Vif inh	NR2E3 ag-1	HIF-2a inh	CaV13 FRET inh	Shn3 3UTR inh	CF NFkB block	PDI inh	Peg3 prom inh	NR2E3 ag-2	TRPM1 prom inh
COc1cc(/C=C2\COC/C(=C\c3ccc(O)c(OC)c3)C2=O)ccc1O	19.5	-2.5	93.1*	-20.1	/	91.0*	-2.8	100.6*	14.6	78.7*

# Source: PubChem BioAssay (several laboratories)
